# Assay outcomes as filed in PubChem BioAssay.
# Pol kappa inh: DNA polymerase kappa (human) inhibition | Q9UBT6 | purified Pol kappa, fluorescent DNA synthesis assay, 10 min | Potency, µM (highest dose often 107 µM), inactives show at the highest dose activity, negative = inhibition, hits mostly inhibitors | hit rate 0.53% among 400,000 | AID 588579; note: potency is the fitted concentration of half-maximal effect; % is set by controls: 0 for no effect and ±100 for the full control effect
#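 10 nM Pol kappa was preincubated with compounds for 15 min at room temperature. Reaction started with 50 nM (final) substrate. Fluorescence read kinetically at 0 and 10 min.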
# Pol eta inh: inhibitors of human DNA polymerase eta; Q9Y253; recombinant Pol eta, fluorescent DNA replication assay; Potency, µM (doses to about 114 µM), without a hit: top-dose activity change, negative = inhibition, usual class: inhibitors; hit rate 1.2% among 390,000; note: potency is the fitted concentration of half-maximal effect; % is set by controls: 0 for no effect and ±100 for the full control effect
#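 Pol eta (10 nM) was preincubated with compounds for 15 min at room temperature, after which fluorescent replication substrate (50 nM final) was added to start the reaction. Fluorescence was read kinetically at 0 and 10 min.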
# PGK inhibitor: blocks T. brucei phosphoglycerate kinase; P07378; PGK/GAPDH coupled, Kinase-Glo luminescence, 60 min; Potency, µM (doses to about 57.5 µM), inactives show at the top dose activity change, negative = inhibition, most hits filed as inhibitors; hit rate 0.043% among 380,000; note: potency is the fitted concentration of half-maximal effect; % is set by controls: 0 for no effect and ±100 for the full control effect; nearly all actives have a fitted effect of over 60% in size
#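 Recombinant glycosomal PGK reaction used 1,3-bisphosphoglycerate generated in-well by GAPDH (100nM final) in 100mM TEA pH 7.6, 5mM MgCl2, 0.01% Tween-20. After 60 minutes at room temperature, ATP was read by Kinase-Glo Plus luminescence end-point.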
# APE1 inh: inhibitors of human APE1 endonuclease. P27695. recombinant APE1, TAMRA/BHQ-2 abasic DNA cleavage fluorescence. Potency, µM (highest dose often 65.8 µM), without a hit: at the top dose activity change, negative = inhibition, hits mostly inhibitors. hit rate 0.35% among 350,000;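 note: potency is the fitted concentration of half-maximal effect; plate controls were vehicle for no effect and reference inhibitor for full effect; nearly all actives have a fitted effect of over 55% in size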
#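 Substrate: short duplex with […] THF abasic site, 5'-TAMRA and 3'-BHQ-2, 50 nM final. APE1 at 0.75 nM, preincubated 15 min RT with compound. Fluorescence increase from first to third read measured activity.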
# Pol beta inh: blocks human DNA polymerase beta activity; AID 485314; hit rate 1.3% among 340,000; Potency, µM (titrated, usually from 114 µM), for the others: at the highest dose activity change, negative = inhibition, actives largely listed as inhibitors; Pol beta primer extension/strand displacement, fluorescence kinetic; P06746; note: potency is the fitted concentration of half-maximal effect; % is set by controls: 0 for no effect and ±100 for the full control effect
#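 Curves were derived by four-parameter Hill fits of normalized qHTS data. The kinetic fluorescent primer-extension read was taken at 0 and 10 min after 50 nM substrate, following a 15 min room-temperature preincubation of 10 nM enzyme with compounds.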
# RXFP1 antag: blocks the human relaxin receptor RXFP1; Q9HBX9; HEK293-RXFP1, relaxin-stimulated cAMP HTRF, 30 min; hits give low values; activity change, negative = inhibition, % at 57.5 µM; hit rate 0.59% among 350,000; AID 1259400;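 active = activity change of -60% or lower, but not beyond a set lower limit; inconclusive = change between -60% and -40%, or beyond the set limit; inactive = change above -40%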; note: % is set by controls: 0 for no effect and ±100 for the full control effect
# Apoferritin bind: candidate novel general anesthetic via apoferritin binding. P02791. apoferritin/1-aminoanthracene competitive binding, fluorescence. Potency, µM (series often up to 77.5 µM), for the others: at the top dose activity change, negative = displacement, most hits filed as inhibitors. hit rate 0.074% among 350,000. AID 485281; note: potency is the fitted concentration of half-maximal effect; % is set by controls: 0 for no effect and ±100 for the full control effect; nearly all actives have a fitted effect of over 20% in size
# Target sequence (P02791 2-175 limits assumed): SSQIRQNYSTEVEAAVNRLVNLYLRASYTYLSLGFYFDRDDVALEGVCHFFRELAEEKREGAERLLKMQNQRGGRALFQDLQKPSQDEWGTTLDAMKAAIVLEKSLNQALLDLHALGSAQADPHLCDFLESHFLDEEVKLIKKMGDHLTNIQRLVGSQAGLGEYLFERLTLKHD
#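 Apoferritin-based anesthetic binding model; compound displacement of fluorescent 1-AMA measured as endpoint fluorescence after 10 minutes at room temperature, scaled to free-ligand and complex controls.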
# BLM inh: Bloom syndrome helicase (human) inhibition; P54132; recombinant BLM DNA unwinding, fluorescence dequenching; Potency, µM (titrated, usually from 56.1 µM), inactives show top-dose activity change, negative = inhibition, hits mostly inhibitors; hit rate 0.2% among 350,000;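 note: potency is the fitted concentration of half-maximal effect; plate controls were vehicle for no effect and no enzyme for full effect; nearly all actives have a fitted effect of over 35% in size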
# POLI inh: DNA polymerase iota (human) inhibition; Q9UNA4; Pol iota fluorescent replication assay, 10 min; Potency, µM (highest dose often 115 µM), for inactives: at the top dose activity, negative = inhibition, most hits filed as inhibitors; hit rate 1% among 390,000; AID 588590; note: potency is the fitted concentration of half-maximal effect
# Target sequence (Q9UNA4 whole entry, looked up): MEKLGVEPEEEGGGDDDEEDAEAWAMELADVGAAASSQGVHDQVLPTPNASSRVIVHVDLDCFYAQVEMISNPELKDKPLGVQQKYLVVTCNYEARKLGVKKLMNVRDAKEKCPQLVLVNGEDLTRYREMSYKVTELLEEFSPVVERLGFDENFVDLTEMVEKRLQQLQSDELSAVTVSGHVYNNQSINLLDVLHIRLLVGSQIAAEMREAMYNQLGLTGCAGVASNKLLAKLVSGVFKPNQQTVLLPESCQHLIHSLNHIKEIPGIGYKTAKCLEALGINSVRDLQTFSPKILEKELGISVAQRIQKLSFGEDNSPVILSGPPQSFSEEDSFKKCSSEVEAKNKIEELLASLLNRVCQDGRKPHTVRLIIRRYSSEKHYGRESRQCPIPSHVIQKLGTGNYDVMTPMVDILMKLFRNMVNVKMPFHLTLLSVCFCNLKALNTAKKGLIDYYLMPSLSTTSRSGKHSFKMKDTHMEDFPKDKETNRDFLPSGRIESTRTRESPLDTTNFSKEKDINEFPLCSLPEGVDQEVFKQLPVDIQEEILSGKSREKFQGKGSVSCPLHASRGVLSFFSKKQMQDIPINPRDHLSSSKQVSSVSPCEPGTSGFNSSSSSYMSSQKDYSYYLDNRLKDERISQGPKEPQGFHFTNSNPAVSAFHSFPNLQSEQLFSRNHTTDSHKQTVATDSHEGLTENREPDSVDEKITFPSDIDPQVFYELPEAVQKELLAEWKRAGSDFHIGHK
#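 Pol iota at 10 nM preincubated 15 min with compounds at room temperature; reaction started with fluorescent substrate, 50 nM final. Fluorescence read kinetically at 0 and 10 min; buffer-only wells as negative control.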
# * hit, by the source's call; i = inactive; u = inconclusive; x = not tested or not shown; [ ] = another dose, or the depositor's remark. Unless noted, calls come from the whole dose curve; as a rule, active = well fitted curve in the direction sought with a large enough effect; inconclusive = small, poorly fitted or top-dose-only effect, or another doubt; inactive = no such curve, though single readings can be large; an effect the other way counts as inactive or inconclusive.
nr	Molecule	Pol kappa inh	Pol eta inh	PGK inhibitor	APE1 inh	Pol beta inh	RXFP1 antag	Apoferritin bind	BLM inh	POLI inh
1	O=C(NCc1ccccc1Cl)c1ccc2ccccc2n1	-11%	-1%	0%	41%	21%	11	-16%	-9%	31%[activator]
2	COc1ccc(-c2nnc(SCc3ccccc3F)o2)cc1OC	0%	-12%	4%	-9%	0%	-5	-20%	1%	2%
3	O=[N+]([O-])c1cccc(S(=O)(=O)N2CCCCC2c2cccnc2)c1 (stereo not given)	8%	-6%	1%	36%	-15%	x	-13%	-1%	16%
4	COC(=O)c1[nH]c2cccc(OC)c2c1NC(=O)CCN1CCN(c2ccccc2F)CC1	x	x	x	-1%	1%	x	0%	-1%	x
5	OC(CNC1CCCc2ccccc21)COc1ccc2ccccc2c1 (stereo not given)	-11%	-25%	-6%	-3%	-1%	-8	u	-6%	13%
6	O=C(Cc1ccccc1)c1c[nH]c(C(=O)NCc2ccncc2)c1	-2%	-10%	-5%	2%	-6%	-6	-6%	0%	76%[activator]
7	COc1cc(/C=N/NC(=O)c2ccc(O)cc2)ccc1Oc1ccc([N+](=O)[O-])cn1	-16%	-22%	i	5%	-18%	u	22%	-1%	34%[activator]
8	COc1ccc(C2/C=C\CN(S(=O)(=O)c3ccc(C)cc3)C(Cc3ccccc3)C(=O)N2Cc2ccc(F)cc2)cc1 (stereo not given)	-8%	x	x	-3%	x	x	-16%	1%	-5%
9	CCOc1ccc(NS(=O)(=O)c2ccc3c(c2)N(C(C)=O)CC3)cc1	-17%	7%	2%	1%	12%	3	2%	-2%	83%[activator]
10	CC(C)NS(=O)(=O)c1ccc(OCC(=O)NCC2CCCO2)c(Cl)c1 (stereo not given)	-3%	1%	1%	12%	3%	-4	-11%	-12%	19%
11	C/C(=N/NC(=O)c1ccc(Br)o1)c1ccc(C)o1	-14%	-12%	-8%	-9%	4%	-2	3%	-10%	-7%
12	Cc1ccc(OCCCC(=O)Nc2ccc(S(=O)(=O)Nc3cc(C)on3)cc2)cc1	-5%	u	-13%	2%	1%	-10	-10%	-7%	-9%
13	CS(=O)(=O)c1ccc2nc(NC(=O)c3ccccc3Br)sc2c1	-10%	2%	-9%	7%	-3%	0	3%	-5%	-2%
14	O=C(NC1CCOc2ccccc21)c1ccc(Cl)nc1 (stereo not given)	-15%	-10%	-9%	4%	56%	-3	-1%	-3%	118%[activator]
15	COc1ccc(CNC(=O)CSc2nnc(C3CC3)n2C2CC2)cc1	2%	-2%	0%	-14%	x	1	x	x	9%
16	COc1ccc(N2C(=O)C3ON(C4SC(=S)N(C)C4(C)C)C(c4ccc(Cl)cc4)C3C2=O)cc1 (stereo not given)	-5%	-3%	-9%	15%	51%	-6	5%	-3%	9%
17	CCOc1ccc(S(=O)(=O)NCCC(=O)N(C)CC(=O)Nc2ccc(N3CCOCC3)cc2)cc1	-14%	-6%	0%	12%	x	4	x	x	21%
18	CCOC(=O)c1c(NC(=O)CSc2cn(CCNC(=O)c3ccc(OC)cc3)c3ccccc23)sc2c1CCCC2	-5%	-7%	2%	x	24%	x	43%[activator]	-11%	-5%
19	N=c1c(-c2nc3ccccc3[nH]2)cc(C(=O)c2cccs2)nn1-c1ccccc1	-6%	4%	i	2%	-1%	2	-1%	1%	u
20	O=C(O)CCC(=O)N1N=C(c2ccco2)CC1c1cccs1 (stereo not given)	4%	-9%	-15%	5%	u	-10	-9%	-2%	-5%

# Some of the entries so far, screen by screen.
13) CS(=O)(=O)c1ccc2nc(NC(=O)c3ccccc3Br)sc2c1
14) O=C(NC1CCOc2ccccc21)c1ccc(Cl)nc1 (stereo not given)
15) COc1ccc(CNC(=O)CSc2nnc(C3CC3)n2C2CC2)cc1
16) COc1ccc(N2C(=O)C3ON(C4SC(=S)N(C)C4(C)C)C(c4ccc(Cl)cc4)C3C2=O)cc1 (stereo not given)
17) CCOc1ccc(S(=O)(=O)NCCC(=O)N(C)CC(=O)Nc2ccc(N3CCOCC3)cc2)cc1
18) CCOC(=O)c1c(NC(=O)CSc2cn(CCNC(=O)c3ccc(OC)cc3)c3ccccc23)sc2c1CCCC2
19) N=c1c(-c2nc3ccccc3[nH]2)cc(C(=O)c2cccs2)nn1-c1ccccc1
20) O=C(O)CCC(=O)N1N=C(c2ccco2)CC1c1cccs1 (stereo not given)

entry no. | 13 | 14 | 15 | 16 | 17 | 18 | 19 | 20
Pol kappa inh | -10% | -15% | 2% | -5% | -14% | -5% | -6% | 4%
Pol eta inh | 2% | -10% | -2% | -3% | -6% | -7% | 4% | -9%
PGK inhibitor | -9% | -9% | 0% | -9% | 0% | 2% | i | -15%
APE1 inh | 7% | 4% | -14% | 15% | 12% | x | 2% | 5%
Pol beta inh | -3% | 56% | x | 51% | x | 24% | -1% | u
RXFP1 antag | 0 | -3 | 1 | -6 | 4 | x | 2 | -10
Apoferritin bind | 3% | -1% | x | 5% | x | 43%[activator] | -1% | -9%
BLM inh | -5% | -3% | x | -3% | x | -11% | 1% | -2%
POLI inh | -2% | 118%[activator] | 9% | 9% | 21% | -5% | u | -5%

# Going on with the list.
nr	Molecule	Pol kappa inh	Pol eta inh	PGK inhibitor	APE1 inh	Pol beta inh	RXFP1 antag	Apoferritin bind	BLM inh	POLI inh
21	Cc1ccc(S(=O)(=O)N2CCCCC2)cc1NC(=O)Cn1ncc(Cl)c(Cl)c1=O	4%	56µM*	-19%	-16%	x	u	x	x	u
22	COc1cc(/C=C/C(=O)Nc2ccc(C(C)=O)cc2)cc(OC)c1OC	-16%	-28%	i	-1%	-3%	6	-17%	-15%	-3%
23	CCOC(=O)c1c(-c2ccccc2)csc1NC(=S)N(CC)CC	-16%	-16%	8%	-1%	71%	u	0%	-9%	69%[activator]
24	COc1cccc(Nc2nc(=O)[nH]nc2C)c1	-25%	-3%	-8%	0%	-12%	8	-3%	0%	5%
25	COc1ccc(N2CCC(CNC(=O)Nc3ccc(OC)cc3OC)C2)cc1 (stereo not given)	-10%	-2%	-3%	-4%	25%	3	-19%	-2%	u
26	CN(C)CCCN(C(=O)c1ccco1)c1nc2c(F)cccc2s1	7%	u	-1%	-4%	-4%	-13	-12%	60%[activator]	1%
27	Cc1ccc(-n2nc3c(c2NC(=O)c2ccc(F)c(F)c2)CS(=O)(=O)C3)cc1	-4%	-10%	-13%	29%	27%	-22	-10%	-10%	2%
28	COc1ccc(CNC(=O)CN2CCN(S(=O)(=O)c3ccccc3)CC2)cc1	-17%	-16%	-5%	21%	x	4	x	x	17%
29	O=C(CSc1n[nH]c(-c2ccccc2)n1)N1CCN(c2ccccc2F)CC1	-18%[60.1 µM]	-10%	i	x	9%	-22	53%[activator]	-7%	-17%
30	COCCn1c(-c2cc(OC)c(OC)c(OC)c2)nc2oc3ccccc3c(=O)c2c1=O	-9%	-11%	-1%	1%	-2%	-2	-9%	-3%	4%
31	COc1ccc(C)cc1NC(=O)COC(C)=O	-14%	4%	-5%	17%	-3%	10	-12%	-1%	8%
32	NC1=NC(c2ccc(Cl)cc2)N(c2ccc(S(N)(=O)=O)cc2)C(N)=N1 (stereo not given)	u	-1%	-4%	-7%	40%[activator]	-4	2%	0%	-20%
33	CCC(O)(C#CCN1CCCCC1)CC	0%	-18%	2%	-1%	1%	-8	-6%	1%	3%
34	COC(=O)c1ccc(N2CCN(C)CC2)c(NC(=O)COc2cccc(C)c2)c1	0%	-17%	-9%	56%[activator][12.4 µM]	-1%	-3	24%	2%	15%
35	N#Cc1c(-n2ncnc2-c2ccc(Br)cc2)sc2c1CCCCC2	9%	-17%	i	x	0%	0	u	-1%	39%[activator]
36	CC(=O)Oc1ccccc1C(=O)Oc1ccccc1C(=O)O	-19%	-18%	-4%	44%[activator]	x	x	7%[29.3 µM]	-14%	-15%
37	COc1ccc(N(CC(=O)N/N=C/c2ccco2)S(=O)(=O)c2ccccc2)cc1Cl	-1%	-20%	-6%	-6%	9%	-8	-8%	-10%	-13%
38	Cc1ccn(S(=O)(=O)c2ccc3oc(=O)ccc3c2)n1	3%	-20%	-5%	25%	8%	-14	2%	-3%	13%
39	CCN1CCN(S(=O)(=O)c2ccc(S(=O)(=O)NC3CC3)cc2)CC1	2%	-3%	-10%	41%	-20%	3	-1%	-1%	20%
40	CCOC(=O)C1CCCN(C(=O)c2ccccc2[N+](=O)[O-])C1 (stereo not given)	3%	-18%	2%	4%	6%	-6	-6%	2%	123%[activator]
41	COc1ccc(CNCC(=O)Nc2cc(C)nn2-c2nc(C)cc(C)n2)cc1OC	3%	-1%	-4%	7%	-8%	-4	-6%	-7%	3%
42	COc1cccc(-c2cc(C(=O)N3CCOCC3)no2)c1	-2%	-6%	-12%	-12%	71%	-3	9%	-6%	-7%
43	CN(CC(=O)Nc1ccccc1Br)C(=O)CCC1CCCC1	-1%	-9%	-3%	11%	11%	-14	-19%	-13%	5%
44	CCOCCCN(Cc1ccco1)C(=O)c1cc2c(s1)-c1c(C)cccc1OC2	-6%	-19%	-3%	x	-2%	u	104%[activator]	-9%	13%
45	COc1ccccc1N1CCN(S(=O)(=O)c2ccc3c(c2)NC(=O)C(C)S3)CC1 (stereo not given)	-6%	-6%	8%	-6%	-1%	-37	-2%	-7%	u
46	COc1ccc(NC(=O)CSc2nnc(NC(=O)NC3CCCCC3)s2)cc1OC	-1%[60.1 µM]	-7%	i	x	0%	-24	u	-3%	-10%
47	COc1ccc(OCC(N)=O)cc1	-12%	-16%	-6%	0%	-20%	19	-6%	-2%	50%[activator]
48	CN1CCCC2(CCCN(Cc3nc(Cc4cccc(C(F)(F)F)c4)no3)C2)C1 (stereo not given)	-7%	-3%	2%	1%	3%	-13	-19%	-2%	13%

# Not all compounds are listed, so the mix of outcomes need not match the whole.
